rCAG RNA binder: binds r(CAG) RNA repeats. inhibition, % at 3 µM. r(CAG) RNA repeat, TO-PRO-1 dye displacement fluorescence. hit rate 1.3% among 370,000. AID 651821;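 active = inhibition above the plate cutoff, the mean of all test compounds on that plate plus 3 SD, cut at about 35% in these data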;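 also: 0% = DMSO alone and 100% = 100 µM mitoxantrone as full dye displacement; higher means more dye released from RNA so lower well fluorescence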
TDP2 absorb: blocks human TDP2 phosphodiesterase activity | O95551 | recombinant TDP2, T5PNP hydrolysis, p-nitrophenol absorbance 415 nm | inhibition, % at 12.8 µM | hit rate 0.34% among 370,000;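 active = inhibition above the mean of all tested compounds plus 3 SD, set per campaign, cut at about 25% in these data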;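 also: 0% = DMSO with enzyme and 100% = buffer with substrate but no TDP2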
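Test system: human TDP2 enzyme; Input: 120 nM TDP2 per well; Buffer or medium: Mg2+-containing Tris-HCl buffer, pH 7.5; Reagent: 5 mM T5PNP; Dosing: 12.8 µM single point, 1% DMSO; Incubation: reaction 2 h, 37 °C; Detection: p-Nitrophenol epi absorbance; Read-out: % inhibition relative to enzyme-containing and enzyme-free wells; Replicates: single well per compound.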
LEDGF integ inh: blocks HIV-1 LEDGF/p75-dependent DNA integration. hit rate 0.64% among 370,000. AID 743269. TR-FRET IN-LEDGF/p75 DNA integration, Eu/Cy5. inhibition, % at 3.7 µM;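 active = inhibition above the screen-wide mean plus 3 SD, cut at about 13% in these data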;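 also: signal is the Cy5 over europium emission ratio at 671 and 618 nm; 0% = plate median of compound wells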
mABHD4 FP: inhibits mouse alpha/beta hydrolase domain 4; Q8VD66; purified mABHD4, FP-Rh probe fluorescence polarization; inhibition, % at 8.92 µM; hit rate 0.54% among 370,000; AID 720543;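 active = inhibition exceeding the mean over every tested compound plus 3 SD, cut at about 30% in these data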;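 also: 0% = plate median of compound wells and 100% = S159A mutant with DMSO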
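Test system: mouse ABHD4 enzyme, wild type. Reagent: FP-Rh fluorescent activity-based probe, added after compound pre-incubation. Timing: pre-incubation 45 min, probe exposure 60 min, at 25 °C. Technique: FP readout, ex 525 nm / em 598 nm. Benchmarks: high control S159A mutant with DMSO, low control median of compound wells.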
MBD2 DNA inh: blocks human MBD2 binding to methylated DNA; Q9UBB5; inhibition, % at 4.4 µM; hit rate 0.31% among 370,000; TR-FRET, MBD2 binding to methylated oligonucleotide; in the data active = inhibition above about 13%
TCR-CD3 inh: inhibitors of human TCR-CD3 interaction; TAMRA-labeled TCR probe fluorescence, biochemical; inhibition, % at 9.4 µM; hit rate 0.37% among 360,000; in the data active = inhibition above about 19%;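 also: recombinant mutant TCR 2C K166C tagged with TAMRA read by polarization; 0% = receptor in buffer alone and 100% = receptor with positive control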
HTRA1 inhibitor: inhibitors of human serine peptidase HTRA1; Q92743; recombinant HTRA1, FP-rhodamine activity-based probe, fluorescence polarization; inhibition, % at 5.96 µM; hit rate 0.5% among 340,000; in the data active = inhibition above about 36%;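 also: 0% = enzyme with DMSO and 100% = wells lacking enzyme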
PRMT1 inh: PRMT1 (human) inhibition, primary screen; Q99873; recombinant PRMT1, activity-based probe fluorescence polarization; inhibition, % at 2.79 µM; hit rate 1.3% among 370,000;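 active = inhibition above about 21% made by adding two undisclosed values, limit read from the data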
SIAE inh: blocks human sialic acid acetylesterase | inhibition, % at 9.66 µM | Q9HAT2 | AID 1053197 | hit rate 0.69% among 370,000 | SIAE FP-Rh probe binding, fluorescence polarization;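 active = inhibition above a cutoff: mean of compounds within the control limits plus 3 SD of those, cut at about 17% in these data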;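 also: 0% = plate median of compound wells and 100% = probe without SIAE protein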
NPR2 activator: GC-B (human) receptor activation; HEK293-GC-B cells, CNP EC30, cGMP TR-FRET; 0% at EC30 CNP, 100% saturating CNP; activation, % at 10 µM; hit rate 0.11% among 370,000; AID 1920062;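 active = activation at 10 µM reaching about 35% in either raw or pattern-adjusted values, limit read from the data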
Target sequence (P20594 whole entry, looked up): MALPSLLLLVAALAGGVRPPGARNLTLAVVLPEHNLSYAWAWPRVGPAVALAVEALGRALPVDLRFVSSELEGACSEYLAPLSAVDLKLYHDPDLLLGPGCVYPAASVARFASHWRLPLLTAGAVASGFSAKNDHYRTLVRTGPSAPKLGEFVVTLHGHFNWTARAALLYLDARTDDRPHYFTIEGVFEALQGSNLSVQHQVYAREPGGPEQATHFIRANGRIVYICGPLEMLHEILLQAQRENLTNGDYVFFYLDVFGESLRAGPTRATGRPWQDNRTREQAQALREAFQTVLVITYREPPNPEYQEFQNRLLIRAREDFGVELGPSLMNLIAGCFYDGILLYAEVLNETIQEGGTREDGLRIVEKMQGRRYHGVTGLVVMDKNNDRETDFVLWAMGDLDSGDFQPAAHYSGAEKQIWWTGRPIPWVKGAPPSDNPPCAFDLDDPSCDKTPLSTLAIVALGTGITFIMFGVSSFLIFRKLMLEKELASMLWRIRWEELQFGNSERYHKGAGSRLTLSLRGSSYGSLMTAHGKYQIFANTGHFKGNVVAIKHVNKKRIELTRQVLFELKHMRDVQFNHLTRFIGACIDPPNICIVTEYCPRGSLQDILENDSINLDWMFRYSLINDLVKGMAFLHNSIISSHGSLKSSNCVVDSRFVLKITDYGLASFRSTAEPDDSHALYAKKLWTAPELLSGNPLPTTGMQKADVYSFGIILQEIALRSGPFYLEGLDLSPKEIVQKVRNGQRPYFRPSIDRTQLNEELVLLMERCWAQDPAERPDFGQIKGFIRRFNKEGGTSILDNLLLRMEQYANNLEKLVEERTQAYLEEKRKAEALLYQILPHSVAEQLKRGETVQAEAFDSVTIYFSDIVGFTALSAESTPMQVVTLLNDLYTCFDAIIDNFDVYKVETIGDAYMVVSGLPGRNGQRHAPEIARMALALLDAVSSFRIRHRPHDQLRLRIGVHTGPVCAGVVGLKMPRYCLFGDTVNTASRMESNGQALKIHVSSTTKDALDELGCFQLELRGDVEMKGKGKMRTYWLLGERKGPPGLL
* hit, by the source's call; . = no result given.

SMILES | rCAG RNA binder | TDP2 absorb | LEDGF integ inh | mABHD4 FP | MBD2 DNA inh | TCR-CD3 inh | HTRA1 inhibitor | PRMT1 inh | SIAE inh | NPR2 activator
CN(Cc1ccccc1)CC(O)COc1ccc(CNCCc2ccncc2)cc1 (stereo unspecified) | -9.4 | 3.9 | -0.3 | -13.5 | 12.1 | -0.1 | 2.0 | 1.8 | -7.9 | -0.8
CCOC(=O)c1nn(-c2ccc(C)c(C)c2)c(=O)c(C#N)c1C | 4.2 | 2.3 | 5.1 | 0.1 | 5.8 | -1.5 | -0.5 | 4.3 | -11.6 | -2.7
COc1ccc(N2CCN(C(=O)c3ccc(Oc4ccc(C(F)(F)F)cn4)cc3)CC2)cc1 | -3.5 | 0.6 | -0.7 | 0.1 | -2.0 | 0.6 | -0.1 | -2.8 | 3.5 | -2.4
COc1ccccc1-c1c(C)oc2c(CN3CCN(C)CC3)c(O)ccc2c1=O | 1.2 | -6.9 | 5.1 | -4.6 | -7.0 | 2.1 | 1.1 | -2.3 | 12.2 | 2.8
O=c1[nH]c(-[n+]2ccccc2)c(/C=N/NC([S-])=Nc2ccccc2)s1 | -33.9 | 5.8 | -6.3 | 14.5 | -5.7 | 0.2 | 4.4 | 50.5* | -1.0 | -0.1
S=c1[nH]nc(-c2cc(-c3ccccc3)n[nH]2)n1/N=C/c1ccc(Cl)c(Cl)c1 | 8.5 | 7.4 | 1.9 | -2.3 | 2.5 | 5.5 | 3.7 | -2.8 | 7.0 | 3.1
CN(c1ccc(C(=O)NCCSCc2ccccc2)cc1)S(=O)(=O)c1ccccc1 | -2.0 | -2.4 | -0.7 | -18.6 | -1.9 | 2.9 | -26.1 | 1.5 | -0.9 | -2.0
Cc1cc(Br)ccc1NC(=O)CNC(=O)CSc1n[nH]c(N)n1 | 4.4 | -14.3 | 2.1 | -13.0 | 0.7 | 2.5 | 7.5 | -2.7 | -10.7 | 0.1
CCOC(=O)/C(C#N)=C(\N)C(C)C(=O)Nc1ccccn1 (stereo unspecified) | 2.2 | -8.0 | -0.4 | -12.1 | 3.8 | -10.4 | 2.2 | 2.5 | -3.9 | -2.1
Cc1[nH]n(-c2ccc(Br)cc2)c(=O)c1C=Nc1ccc(S(=O)(=O)Nc2nccs2)cc1 | 54.0* | 21.8 | 4.6 | 10.2 | -2.8 | -1.3 | -11.4 | 5.0 | 2.9 | -7.3
O=C(Nc1ccccc1)Nc1ccc2snnc2c1 | 5.3 | -1.5 | -2.9 | -22.7 | 3.8 | -7.5 | -58.1 | 1.2 | -29.5 | 3.2
Cn1c(=O)oc2ccc(S(=O)(=O)Nc3ccc(Cl)cc3[N+](=O)[O-])cc21 | 19.3 | -0.4 | -4.2 | 9.0 | -0.6 | -10.3 | . | 2.6 | -2.6 | 8.6
COc1ccc(/C(O)=C/C(=O)C(=O)NNC(=O)C(O)(c2ccccc2)c2ccccc2)cc1 | 44.3* | -2.2 | 2.6 | -2.6 | 0.6 | 6.8 | 14.9 | -1.2 | -0.6 | 1.5
O=C(Nc1cccc(Cl)c1)c1nc[nH]c1C(=O)NCc1ccccc1 | 10.4 | -8.2 | -4.0 | -10.3 | 0.2 | 5.0 | -14.8 | -3.7 | -0.4 | -4.4
O=C(CSCc1ccccc1)N/N=C/c1cc2c(cc1Br)OCO2 | 3.4 | 1.3 | 2.2 | 3.9 | -0.1 | 5.1 | -9.4 | -0.4 | -3.3 | -0.2
S=C(Nc1cccc(Cl)c1)N1CCN(Cc2ccccc2)CC1 | -1.6 | 8.4 | -1.7 | 0.2 | -1.4 | -1.1 | -2.6 | -1.1 | 5.0 | 2.3
COCC(=O)OC1CCn2c1nc1c2C(=O)C(C)=C(NC(C)=O)C1=O (stereo unspecified) | 2.3 | 88.7* | 16.2* | 5.2 | -2.6 | 5.4 | 17.6 | -2.2 | 0.8 | 2.5
CC1CCC2(CCC(=O)N2C[C@@H](O)c2ccccc2)CC1 (stereo partly specified) | . | 5.8 | -1.6 | 3.6 | 2.1 | . | . | 3.1 | 5.5 | -4.5
Cc1ccc(CN(CC(=O)NC2CCCC2)C(=O)CSc2nnc(COc3ccccc3)o2)cc1 | -0.1 | 0.6 | 0.8 | -5.3 | 2.8 | -6.4 | 4.1 | 7.0 | -2.7 | 3.1
Cc1ccc(S(=O)(=O)N2CCCCC2)cc1NC(=O)Cn1ccsc1=N | 6.1 | -4.8 | 2.6 | -2.0 | -0.1 | 1.8 | 2.2 | -3.3 | 3.1 | -2.0
O=C(NCCN1CCC(n2c(=O)[nH]c3ccccc32)CC1)c1ccncc1 | 0.1 | -1.4 | 3.7 | -0.4 | -1.5 | 0.2 | . | -2.0 | 1.2 | 2.5
Cc1ccc(N=C2C(=O)Nc3ccccc32)c(C)c1 | 0.5 | -5.6 | 1.2 | 0.5 | -0.1 | 3.0 | 8.2 | -7.5 | -9.3 | -2.5
Cc1csc2c(N3CCCCC3)ncnc12 | -2.7 | -0.8 | 5.2 | -6.9 | -5.5 | 6.5 | -8.5 | -1.8 | 3.5 | -4.2
Cc1cc(=O)oc2cc(OCC(=O)NC3CCN(Cc4ccccc4)CC3)c(Cl)cc12 | -0.3 | -1.8 | 1.0 | -2.5 | -0.6 | -5.3 | 2.4 | -1.6 | -3.2 | -7.2

Single records (already shown).
CC1CCC2(CCC(=O)N2C[C@@H](O)c2ccccc2)CC1 (stereo partly specified) in the list: rCAG RNA binder = .; TDP2 absorb = 5.8; LEDGF integ inh = -1.6; mABHD4 FP = 3.6; MBD2 DNA inh = 2.1; TCR-CD3 inh = .; HTRA1 inhibitor = .; PRMT1 inh = 3.1; SIAE inh = 5.5; NPR2 activator = -4.5
COc1ccc(/C(O)=C/C(=O)C(=O)NNC(=O)C(O)(c2ccccc2)c2ccccc2)cc1 in the list: rCAG RNA binder = 44.3*; TDP2 absorb = -2.2; LEDGF integ inh = 2.6; mABHD4 FP = -2.6; MBD2 DNA inh = 0.6; TCR-CD3 inh = 6.8; HTRA1 inhibitor = 14.9; PRMT1 inh = -1.2; SIAE inh = -0.6; NPR2 activator = 1.5

(list continues)
SMILES | rCAG RNA binder | TDP2 absorb | LEDGF integ inh | mABHD4 FP | MBD2 DNA inh | TCR-CD3 inh | HTRA1 inhibitor | PRMT1 inh | SIAE inh | NPR2 activator
CC1(C)CC(=O)C(C=NCCCO)=C(O)C1 | -1.9 | 9.0 | 0.3 | 1.1 | 2.6 | 6.3 | 0.0 | -2.1 | -1.8 | 5.4
O=C(OCC(=O)N1CCNC1=O)c1ccccc1Cl | -0.3 | -0.8 | -1.9 | 3.1 | 1.9 | 1.2 | 4.5 | 1.0 | 4.8 | 2.7
CC(C)(C)CN1CCNC[C@H]1Cc1cccc2ccccc12 | 14.2 | 0.4 | -5.9 | 1.2 | -4.1 | 2.7 | -0.9 | 0.9 | 5.8 | -1.2
COc1ccc(CNC(=O)C(C)OC(=O)Cn2cnc3c2c(=O)n(C)c(=O)n3C)cc1 (stereo unspecified) | 2.4 | -1.2 | -2.8 | 2.5 | -1.4 | -3.0 | 5.0 | -1.4 | -0.6 | -2.7
C=CCc1cccc2cc(C(=O)NNC(=O)c3ccncc3)c(=O)oc12 | 7.4 | -10.3 | -2.9 | 5.0 | -2.1 | 9.3 | 6.4 | 26.5* | 2.5 | 5.8
COC(=O)c1cc(-c2ccc(OC)c(OC)c2)c2c(=O)[nH]c(=O)n(C)c2n1 | 1.5 | -11.4 | -0.9 | 1.1 | -2.0 | -0.4 | 1.7 | -3.3 | 0.0 | -0.4
CC1(C)CC(=O)C(C=NCCN2CCN(C(=S)Nc3cccc(Cl)c3)CC2)=C(O)C1 | 3.9 | 0.0 | 0.2 | 3.5 | -3.5 | 5.4 | -0.9 | -0.6 | 12.7 | -6.0
CN1C[C@@H]2[C@@H]3C(=O)N(C)C(=O)[C@@H]3[C@](C)(C1=O)N2C(=O)c1ccc(C(F)(F)F)cc1 | 0.5 | 0.2 | -1.6 | 4.2 | -6.4 | 3.8 | 2.6 | 0.2 | 7.2 | 3.8
OC[C@@H]1CN(Cc2ccco2)C[C@H](n2cnc3c(Nc4ccccc4)ncnc32)O1 | 4.1 | -3.5 | -0.3 | -10.3 | 5.6 | -14.2 | . | 14.9 | 0.2 | 4.5
CCOC(=O)c1ccc(-c2cc(C)no2)[nH]1 | 0.1 | 10.7 | 1.5 | 1.5 | 0.9 | -3.9 | 0.4 | 0.6 | 13.8 | 6.0
O=C(/C=C/c1c(Cl)cccc1Cl)N1CCN(c2ncccn2)CC1 | -4.4 | -6.9 | -0.2 | -0.1 | 2.8 | 0.4 | -10.6 | 0.2 | 7.6 | 1.3
COc1cccc(OCCCN2CCCCCC2)c1 | 2.2 | 6.8 | -1.6 | 9.4 | 6.1 | -2.3 | -1.9 | 2.9 | -4.7 | -2.2
Cn1nnnc1SCC(=O)Nc1cc(S(=O)(=O)N2CCCCC2)ccc1Cl | 3.0 | -5.9 | -4.7 | -1.2 | 0.9 | 6.7 | 0.3 | -2.4 | 9.1 | -0.3
Cc1ccc(C(=O)OCC(=O)NCCN2C(=O)CSC2=O)cc1 | -1.2 | -10.9 | -3.3 | -4.3 | -1.5 | 3.2 | 3.6 | 2.3 | -3.1 | 7.5
CC/C(=N/Nc1ccccc1C)c1cnnc(SC)n1 | -2.1 | -3.4 | -1.5 | -2.9 | 3.0 | -4.7 | 1.6 | 0.2 | 1.2 | -1.0
O=C(C(=O)N1CCN(c2ccccc2)CC1)c1ccc2c(c1)OCO2 | 1.1 | 7.0 | 0.3 | -2.9 | -5.1 | 7.1 | . | 0.5 | 5.6 | 7.3
Fc1ccc(-c2ccc3nccn3c2)cc1Cl | 4.2 | -4.8 | 4.1 | -7.4 | -2.7 | -10.1 | . | -0.4 | 5.7 | -2.3
O=C1NC2(CCCCCC2)Cc2ccccc21 | -3.7 | 4.1 | -3.9 | 2.8 | -0.3 | 6.5 | -0.7 | -2.9 | 4.4 | 1.1
Cc1cc2[nH]c(=O)c(=O)[nH]c2cc1S(=O)(=O)N1CCN(c2cccc(C)c2C)CC1 | 4.5 | -0.6 | 0.3 | 2.1 | -6.5 | 6.2 | -5.8 | 0.0 | -8.4 | 6.0
CS/C(N)=N/N=C/c1c(O)ccc2ccccc12 | 1.1 | -8.7 | -5.6 | 6.4 | -0.7 | -0.4 | 17.1 | 4.8 | 2.2 | -7.2
Cc1ccc(C(=O)NC(=S)NCCN2CCOCC2)cc1 | 2.5 | 1.7 | -3.8 | 2.3 | 6.9 | -0.6 | 3.9 | 2.2 | -5.2 | -5.5
CNC(=O)c1ccc(NC(=O)/C=C/c2cccc(F)c2)cc1 | 1.7 | 4.0 | 2.8 | -2.4 | 0.8 | 5.8 | -7.4 | -1.2 | -11.5 | -3.0
Fc1ccc(CNc2ccc(N3CCN(Cc4ccccc4)CC3)cc2)cc1 | -7.0 | -4.2 | -1.3 | 19.7 | -0.6 | 4.4 | 29.0 | 4.7 | 7.7 | 0.7

Not all compounds are listed; the hit share may differ from the screen's.
